Compound activity as filed in PubChem BioAssay.
pPAFAH FP inh: inhibitors of human plasma PAF acetylhydrolase (pPAFAH). recombinant pPAFAH, FP-rhodamine probe fluorescence polarization. inhibition, % at 3.39 µM. Q13093. AID 463082. 330,000 tested, 1.5% active;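 active = inhibition above the mean inhibition across the screen plus 3 SD, cut at about 25% in these data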;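 also: inhibitors block binding of the rhodamine activity-based probe so polarization drops; 0% = enzyme with DMSO and 100% = wells lacking pPAFAH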
Target sequence (Q13093 whole entry, looked up): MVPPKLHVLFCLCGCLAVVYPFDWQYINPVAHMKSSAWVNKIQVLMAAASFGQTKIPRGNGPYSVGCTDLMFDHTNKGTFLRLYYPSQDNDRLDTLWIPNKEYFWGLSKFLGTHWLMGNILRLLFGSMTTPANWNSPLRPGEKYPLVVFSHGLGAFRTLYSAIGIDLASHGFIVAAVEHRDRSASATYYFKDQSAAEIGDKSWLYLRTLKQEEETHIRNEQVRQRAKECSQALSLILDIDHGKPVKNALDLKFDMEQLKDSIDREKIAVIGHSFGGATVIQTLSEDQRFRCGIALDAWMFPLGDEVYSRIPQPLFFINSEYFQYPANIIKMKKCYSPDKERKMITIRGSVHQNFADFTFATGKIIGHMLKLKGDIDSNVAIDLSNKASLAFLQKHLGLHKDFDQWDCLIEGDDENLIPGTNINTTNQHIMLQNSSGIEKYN
ZTA counter: blocks Epstein-Barr virus ZTA, an EBNA-1 counter-screen | inhibition, % at 11 µM | ZTA-DNA binding, fluorescence polarization | P03206 | 320,000 tested, 0.15% active | AID 2234; in the data active = inhibition above about 33%
PAFAH2 FP inh: PAFAH2 (human) inhibition; Q99487; recombinant PAFAH2, FP-rhodamine activity probe, fluorescence polarization; inhibition, % at 3.39 µM; 340,000 tested, 0.99% active; AID 492956;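 active = inhibition above the mean over all tested compounds plus 3 SD, cut at about 30% in these data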;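 also: inhibitors block probe labeling of enzyme so polarization drops; 0% = enzyme with DMSO and 100% = wells lacking PAFAH2 protein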
PREPL inh: human PREPL enzyme inhibition | Q4J6C6 | recombinant PREPL, fluorescence polarization activity-based probe | inhibition, % at 5.96 µM | 320,000 tested, 0.68% active | AID 2751; in the data active = inhibition above about 43%;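 also: 0% = enzyme with DMSO and 100% = wells lacking enzyme; many of its hits are not listed in these tables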
LYPLA2 counter: blocks human lysophospholipase 2, a PME1 counter-screen; O95372; recombinant LYPLA2, FP-Rh probe fluorescence polarization; inhibition, % at 5.9 µM; 320,000 tested, 0.38% active;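 active = inhibition above the screen-wide mean plus 3 SD, limit set per campaign, cut at about 26% in these data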;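 also: 0% = LYPLA2 with DMSO and 100% = wells lacking LYPLA2 enzyme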
Target sequence (O95372 whole entry, looked up): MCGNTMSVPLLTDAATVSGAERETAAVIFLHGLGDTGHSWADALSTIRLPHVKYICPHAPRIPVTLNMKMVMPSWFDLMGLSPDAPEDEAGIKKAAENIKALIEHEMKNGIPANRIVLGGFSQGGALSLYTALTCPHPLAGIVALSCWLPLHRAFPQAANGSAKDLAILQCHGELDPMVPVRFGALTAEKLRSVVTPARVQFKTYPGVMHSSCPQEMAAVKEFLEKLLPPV
PAFAH1B2 inh: inhibitors of human PAFAH1B2 | recombinant PAFAH1B2, FP-rhodamine activity probe, fluorescence polarization | inhibition, % at 3.39 µM | 340,000 tested, 1.2% active;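 active = inhibition above the mean of all tested compounds plus 3 SD, cut at about 24% in these data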;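 also: 0% = enzyme with DMSO and 100% = wells lacking PAFAH1B2; many of its hits are not listed in these tables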
LYPLA1 counter: LYPLA1 (human) inhibition in PME1 counter-screen; O75608; 320,000 tested, 0.16% active; inhibition, % at 5.9 µM; recombinant LYPLA1, FP-Rh probe fluorescence polarization;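 active = inhibition above the mean of all tested compounds plus 3 SD, set per campaign, cut at about 14% in these data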;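 also: inhibitors block serine hydrolase probe labeling of LYPLA1 so polarization falls; 0% = enzyme with DMSO and 100% = wells lacking LYPLA1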
Target sequence (O75608 whole entry, looked up): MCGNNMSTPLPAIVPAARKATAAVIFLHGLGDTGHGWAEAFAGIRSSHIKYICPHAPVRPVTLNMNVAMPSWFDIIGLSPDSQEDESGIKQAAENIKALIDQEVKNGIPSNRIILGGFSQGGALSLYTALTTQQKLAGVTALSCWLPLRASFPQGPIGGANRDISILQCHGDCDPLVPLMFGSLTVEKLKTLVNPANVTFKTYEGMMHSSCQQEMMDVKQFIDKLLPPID
PAFAH1B3 inh: blocks human PAF acetylhydrolase 1B catalytic subunit 3 | inhibition, % at 3.39 µM | 340,000 tested, 0.28% active | recombinant PAFAH1B3, FP-rhodamine probe, fluorescence polarization | Q15102;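 active = inhibition above the screen-wide average of all tested compounds plus 3 SD, cut at about 25% in these data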;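 also: 0% = enzyme with DMSO only and 100% = wells lacking PAFAH1B3 protein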
EBNA-1 inhibitor: blocks EBNA-1 binding to DNA. inhibition, % at 14.8 µM. EBNA-1 DNA binding, fluorescence polarization. 300,000 tested, 0.34% active; in the data active = inhibition above about 28%
Starred values were filed as active, the others as inactive; x = no result given. Some of the compounds tested; count on the stated rates, not on these rows.

SMILES | pPAFAH FP inh | ZTA counter | PAFAH2 FP inh | PREPL inh | LYPLA2 counter | PAFAH1B2 inh | LYPLA1 counter | PAFAH1B3 inh | EBNA-1 inhibitor
COc1ccccc1NC(=O)c1cn(C)c(=O)c2cc(OC)c(OC)cc12 | 4 | 4 | -2 | 0 | 1 | 0 | -2 | 2 | 4
COCCCNc1nc2ccccc2nc1NS(=O)(=O)c1cc(Cl)ccc1Cl | 14 | -10 | 5 | 0 | 3 | 3 | 0 | 6 | -15
CC(=O)/C(CN1CCCCC1)=N\O | 5 | -14 | 1 | -3 | 2 | 5 | 4 | 0 | -18
CC(C)(C)c1nnc(NC(=O)CCn2cnc3ccccc3c2=O)s1 | 2 | 9 | 8 | -4 | 6 | 2 | -1 | 5 | 6
CCCC1(C(=O)O)NC(c2ccccc2O)C2C(=O)N(Cc3ccccc3)C(=O)C21 (stereo unspecified) | 8 | 15 | 2 | -6 | -1 | 6 | 0 | 2 | -5
CCc1nnc(NC(=O)CN2CCN(c3ccccc3OC)CC2)s1 | 9 | 15 | 6 | -2 | -4 | -2 | -3 | 0 | 10
CCn1cc(C(=O)NCCCN2CC(C)CC(C)C2)c(=O)c2cc(S(=O)(=O)N(C)C3CCCCC3)ccc21 (stereo unspecified) | 5 | 4 | 10 | 33 | 1 | 3 | -5 | -4 | 14
Cc1ccc(CC2CC(=O)N(c3cc(C)ccc3C)C2=O)cc1 (stereo unspecified) | -3 | 9 | 5 | 2 | -4 | 16 | -2 | 10 | -12
c1ccc(-n2nnc3ccccc32)nc1 | 5 | -13 | -7 | 7 | 4 | 3 | 3 | 3 | 7
CC1CCCN(C(=O)C2CCN(S(=O)(=O)c3ccccc3)CC2)C1 (stereo unspecified) | 2 | x | 4 | 16 | x | 5 | x | -4 | x
CCc1ccc(C2=NNC(=Nc3c(C)n(C)n(-c4ccccc4)c3=O)SC2)cc1 | 9 | -3 | 0 | 11 | 6 | -1 | 1 | 6 | 0
O=C(NNc1cccc([N+](=O)[O-])c1)/C(=C\c1cccnc1)NC(=O)c1ccccc1 | 3 | 12 | -8 | -4 | -5 | -4 | 2 | 5 | 4
Cc1cc2cc(CNC(=O)Nc3ccc(Cl)c(Cl)c3)ccc2n1C | 1 | 5 | 4 | 21 | -20 | 6 | -12 | -3 | 6
Cc1onc(C(=O)Nc2ccc3c(c2)OCO3)c1[N+](=O)[O-] | 6 | 3 | -1 | 5 | 7 | 4 | -1 | 6 | -1
CCOc1ccc(C(=O)CCC(=O)NCC(=O)OCc2ccccc2)cc1OCC | 5 | 0 | 14 | 3 | -7 | 1 | -3 | -2 | 9

Some of the entries above, set out differently.
smiles	pPAFAH FP inh	ZTA counter	PAFAH2 FP inh	PREPL inh	LYPLA2 counter	PAFAH1B2 inh	LYPLA1 counter	PAFAH1B3 inh	EBNA-1 inhibitor
COCCCNc1nc2ccccc2nc1NS(=O)(=O)c1cc(Cl)ccc1Cl	14	-10	5	0	3	3	0	6	-15
CC(=O)/C(CN1CCCCC1)=N\O	5	-14	1	-3	2	5	4	0	-18
CC(C)(C)c1nnc(NC(=O)CCn2cnc3ccccc3c2=O)s1	2	9	8	-4	6	2	-1	5	6
CCCC1(C(=O)O)NC(c2ccccc2O)C2C(=O)N(Cc3ccccc3)C(=O)C21 (stereo unspecified)	8	15	2	-6	-1	6	0	2	-5

Grouped by structure: those above containing four or more nitrogen atoms.
SMILES | pPAFAH FP inh | ZTA counter | PAFAH2 FP inh | PREPL inh | LYPLA2 counter | PAFAH1B2 inh | LYPLA1 counter | PAFAH1B3 inh | EBNA-1 inhibitor
COCCCNc1nc2ccccc2nc1NS(=O)(=O)c1cc(Cl)ccc1Cl | 14 | -10 | 5 | 0 | 3 | 3 | 0 | 6 | -15
CC(C)(C)c1nnc(NC(=O)CCn2cnc3ccccc3c2=O)s1 | 2 | 9 | 8 | -4 | 6 | 2 | -1 | 5 | 6
CCc1nnc(NC(=O)CN2CCN(c3ccccc3OC)CC2)s1 | 9 | 15 | 6 | -2 | -4 | -2 | -3 | 0 | 10
CCn1cc(C(=O)NCCCN2CC(C)CC(C)C2)c(=O)c2cc(S(=O)(=O)N(C)C3CCCCC3)ccc21 (stereo unspecified) | 5 | 4 | 10 | 33 | 1 | 3 | -5 | -4 | 14
c1ccc(-n2nnc3ccccc32)nc1 | 5 | -13 | -7 | 7 | 4 | 3 | 3 | 3 | 7
CCc1ccc(C2=NNC(=Nc3c(C)n(C)n(-c4ccccc4)c3=O)SC2)cc1 | 9 | -3 | 0 | 11 | 6 | -1 | 1 | 6 | 0
O=C(NNc1cccc([N+](=O)[O-])c1)/C(=C\c1cccnc1)NC(=O)c1ccccc1 | 3 | 12 | -8 | -4 | -5 | -4 | 2 | 5 | 4

Going on with the list:
SMILES | pPAFAH FP inh | ZTA counter | PAFAH2 FP inh | PREPL inh | LYPLA2 counter | PAFAH1B2 inh | LYPLA1 counter | PAFAH1B3 inh | EBNA-1 inhibitor
CC(C(=O)NN)c1ccc([N+](=O)[O-])cc1 (stereo unspecified) | 3 | -2 | -10 | -1 | -1 | 2 | 0 | 0 | -1
O=C(CN1CCN(Cc2ccc(Cl)cc2)CC1)N/N=C/c1ccncc1 | 1 | 16 | 1 | 1 | 4 | 8 | 1 | -12 | 1
CN(c1ccccc1)S(=O)(=O)c1ccc(C(=O)N2CCN(c3ccccc3Cl)CC2)cc1 | 3 | x | 6 | -14 | x | 8 | x | 8 | x
CC(c1ccccc1)n1c(-c2ccncc2)n[nH]c1=S (stereo unspecified) | 1 | 1 | -5 | -5 | 0 | 6 | 2 | 6 | 1
CN(C)S(=O)(=O)c1cccc(NC(=O)CN2C(=O)NC(Cc3c[nH]c4ccccc34)C2=O)c1 (stereo unspecified) | -4 | -6 | x | 28 | -4 | x | -2 | x | 2
Cc1ccc(C2=NCCNC2=O)c(C)c1 | 5 | -7 | 1 | 7 | -2 | 1 | -3 | 13 | 3
O=C(NCc1ccco1)c1ccccc1 | 6 | 1 | 6 | 18 | 3 | 0 | -5 | 2 | -11
O=C1N=C2SCCN2/C1=C\c1ccccc1Cl | 9 | 8 | 1 | -12 | -2 | 2 | -3 | 3 | 1
O=C(/C=C1\SC(=O)NC1=O)Nc1ccc(C(=O)O)cc1 | -4 | 4 | -4 | 2 | -3 | 1 | 0 | 5 | -5
CC(=O)Nc1ccc(C(=O)OCC(=O)Nc2ccc(S(=O)(=O)N3CCOCC3)cc2)cc1 | -6 | x | 10 | 17 | x | 1 | x | 10 | x
COc1ccc(CCNS(=O)(=O)c2ccc3[nH]c(=O)[nH]c3c2)cc1 | 3 | x | -3 | 8 | x | 7 | x | 11 | x
c1ccc(-n2c(-c3ccco3)nnc2-c2ccco2)cc1 | 4 | -12 | 1 | -3 | 2 | 1 | 1 | 3 | 3
O=C(CSc1nc2ccccc2s1)c1cc2ccccc2o1 | 1 | -12 | -20 | -13 | -40 | -12 | -21 | -27 | -3
O=C(Nc1ccc2c(c1)OCO2)c1cnn2c1NC(c1ccco1)CC2C(F)(F)F (stereo unspecified) | -2 | -5 | -12 | -17 | -22 | 1 | -10 | -13 | -5
COc1cccc(NC(=O)CN2CCN(c3nc(-c4cccc(OC)c4)cs3)CC2)c1 | 7 | -18 | -7 | 24 | 6 | 6 | -4 | -6 | -14
COc1ccc(/C=C/C(=O)NCCn2c(C)cc3ccccc32)cc1OC | 6 | 2 | 4 | -3 | -5 | -2 | -7 | -2 | -9
O=C(CS(=O)CC(=O)N(CC(=O)NC1CCCC1)C1CCCC1)Nc1ccc(F)cc1 (stereo unspecified) | -4 | 7 | 0 | 21 | -2 | 2 | 1 | 1 | -1
COc1ccc2oc(C(=O)OC(C)C(=O)N3CCC(C)CC3)c(C)c2c1 (stereo unspecified) | 2 | -26 | -5 | 5 | 8 | -3 | 1 | 4 | x
CC(C(=O)Nc1ccc(Cl)cc1)N(C)Cc1cccs1 (stereo unspecified) | 4 | -3 | 3 | -3 | -1 | 5 | 1 | 0 | -4
Nc1c(N(Cc2ccccc2)C(=O)CCc2ccccc2)c(=O)[nH]c(=O)n1Cc1ccccc1 | 2 | -10 | 7 | 14 | 5 | 4 | -4 | 4 | x
CCOC(=O)C1Nc2ccc(OC(F)(F)F)cc2C2C=CCC12 (stereo unspecified) | 5 | -4 | 14 | 2 | 4 | 12 | 4 | 8 | 11
CC(C)(C)OC(=O)N1CCCN(C(=O)Nc2ccccc2)CC1 | -4 | -3 | x | -2 | 3 | x | -1 | x | -10
C=CCOc1cccc(C(=O)/C=C2/C(=O)Nc3ccccc32)c1 | 4 | -4 | 6 | -11 | 5 | 0 | -2 | 3 | -18
N#Cc1ccc(OCC(O)CS(=O)(=O)c2ccc(F)cc2)cc1 (stereo unspecified) | 4 | 1 | 6 | -45 | 0 | 17 | 0 | 18 | -8
CC1CCN(C(=O)CCCC(=O)N2CCC(C)CC2)CC1 | 5 | -1 | 1 | 3 | 1 | 2 | -1 | 7 | 11
COc1ccc(NC(=O)[C@@H]2CCCN2C(=O)c2cccs2)cc1S(=O)(=O)N1CCCCC1 | -2 | 8 | 0 | -5 | -2 | 5 | 0 | -4 | x
CN(/N=C/c1ccncc1)C1=NS(=O)(=O)c2ccccc21 | 1 | 8 | 7 | 12 | -6 | 3 | 2 | 3 | -5
COc1ccc(C)c(S(=O)(=O)Nc2ccc(OCC(=O)O)cc2)c1 | 4 | -4 | 6 | 5 | 1 | 3 | 1 | 8 | -4
COC(=O)C1=C(C(=O)OC)[C@@H]2Nc3ccccc3[C@@]23C[C@@H](C(=O)OC)N(C(=O)COCc2ccccc2)C3=N1 | 3 | -13 | -1 | 20 | 3 | 2 | -1 | -2 | 8
O=C(CSc1ccc(-c2nc3ccccc3[nH]2)cn1)Nc1ccc(S(=O)(=O)N2CCCC2)cc1 | -28 | 18 | -58 | -33 | -13 | -44 | -10 | -92 | 10
CCOC(=O)CC(=O)CSc1nc2c(sc(=S)n2-c2ccc(OCC)cc2)c(=O)[nH]1 | 16 | 9 | 0 | -2 | 16 | 3 | -3 | 5 | 1
COc1ccc(S(=O)(=O)NCC2CCCN(C(=O)CCC(F)(F)F)C2)cc1 (stereo unspecified) | 8 | -2 | -5 | -2 | -2 | -7 | -2 | 3 | 4
COc1cccc(C2C(C(=O)c3cccs3)=C(O)C(=O)N2CCN2CCOCC2)c1 (stereo unspecified) | 2 | 10 | -5 | -6 | 0 | 4 | 0 | 6 | 7
Cc1occc1C(=O)NNC(=O)Cc1ccccc1 | -5 | 1 | 8 | 11 | -8 | 4 | -3 | -2 | -5
CC1CCCC(NC(=O)COC(=O)c2cc(S(=O)(=O)N3CCCCC3)ccc2N2CCOCC2)C1C (stereo unspecified) | 3 | 5 | -9 | 2 | 7 | 10 | 2 | -3 | 11
CC(=O)Nc1ccc(NC(=O)CN(c2cccc([N+](=O)[O-])c2)S(C)(=O)=O)cc1 | -3 | 24 | 2 | 5 | -3 | 4 | 6 | 11 | 2
COCc1nnc(NC(=O)c2ccc(OC)cc2OC)s1 | 2 | 2 | 4 | -4 | -2 | 2 | -3 | 1 | -2
CCCCn1nnnc1SCC(=O)N1CCOCC1 | 8 | 16 | 3 | -4 | 6 | 5 | -3 | 3 | -5
CCC(=O)N1CCc2cc(-c3csc(NC(=O)c4ccco4)n3)ccc21 | 3 | 5 | -8 | 23 | -4 | -4 | -1 | -2 | 2
